KKLEB tox – reduces viability of KKLEB cystic fibrosis airway cells; KKLEB CF airway cells viability, ATPlite luminescence, overnight; active compounds read low; cells stimulated with P. aeruginosa culture filtrate; AID 602141; actives 0.36% (n = 360,000); activity change (cytotoxicity), % at 5 µM;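 active = corrected activity change at or below -50% at 5 µM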
NCOA1 inh – human NCOA1 inhibition | HEK293 GAL4-SRC1 luciferase reporter, luminescence | inhibition, % at 3.6 µM | Q15788 | actives 0.12% (n = 360,000) | AID 588354;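 active = inhibition above the campaign mean plus 3 SD, with each screening campaign given its own cutoff, cut at about 60% in these data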;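 note: 0% = DMSO treated cells and 100% = gossypol at 36 µM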
LRH-1 inv ag – inverse agonists of human LRH-1 (NR5A2); O00482; HEK293T StAR-luciferase reporter, LRH-1 transfected, 24 h; inhibition, % at 3.6 µM; actives 0.13% (n = 360,000);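 active = inhibition above the mean inhibition of all tested compounds plus 3 SD, cut at about 73% in these data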;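 note: 0% = DMSO wells and 100% = reporter-only cells lacking LRH-1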
C8 TRAIL sens – sensitizes caspase-8 expressing cells to TRAIL | inhibition (viability loss, TRAIL sensitization), % at 10 µM | actives 1% (n = 360,000) | AID 624354 | NB7+C8 cells + TRAIL, ATPlite viability luminescence;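 active = compounds causing at least 50% loss of cell viability in the single-dose screen, relative to plate controls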
TWEAK Fn14 block – inhibitors of TWEAK-Fn14 interaction signaling; TWEAK-stimulated Fn14 reporter cells, luciferase luminescence, 8 h; inhibition, % at 10 µM; actives 2% (n = 360,000); AID 1159606; in the data active = inhibition above about 50%
CF NFkB block – inhibitors of cystic fibrosis induced NF-kB. actives 0.86% (n = 360,000). KKLEB NF-kB-GFP reporter, PAF-induced, GFP fluorescence overnight. inhibition, % at 5 µM;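 active = at least 50% inhibition at 5 µM, scaled per plate between neutral and stimulator controls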;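 note: PAF is a Pseudomonas aeruginosa culture filtrate used as stimulus; plate controls were PAF-stimulated DMSO wells for no effect and unstimulated DMSO wells for full effect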
EBV LMP1 NFkB – reduces LMP1-driven NF-kappaB luciferase signal | LMP1-induced NF-kappaB luciferase reporter cells, luminescence | inhibition, % at 12.5 µM | actives 0.69% (n = 350,000) | AID 504558; in the data active = inhibition above about 41%;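 note: 0% = neutral control wells and 100% = reference inhibitor control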
TROY NFkB inh – blocks TROY-dependent signaling in reporter cells; inhibition, % at 10 µM; Q293 LMP1-TROYcd NF-kB luciferase reporter, 4 h; actives 0.98% (n = 360,000);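 active = compounds whose plate-normalised and pattern-corrected inhibition of the luciferase reporter signal at the single screening dose is 50% or more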
NCOA3 inh – inhibits human SRC3 coactivator | inhibition, % at 3.6 µM | HEK293 GAL4-SRC3 luciferase reporter, luminescence | actives 0.17% (n = 360,000) | AID 588352 | Q9Y6Q9;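 active = inhibition above a per-campaign cutoff, the mean of all compounds plus 3 SD, cut at about 60% in these data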;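 note: 0% = DMSO-treated cells and 100% = gossypol-treated cells at 36 µM; higher means less SRC3-driven luciferase light from the GAL4 reporter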
Target sequence (Q9Y6Q9 whole entry, looked up, the tested form may be a part): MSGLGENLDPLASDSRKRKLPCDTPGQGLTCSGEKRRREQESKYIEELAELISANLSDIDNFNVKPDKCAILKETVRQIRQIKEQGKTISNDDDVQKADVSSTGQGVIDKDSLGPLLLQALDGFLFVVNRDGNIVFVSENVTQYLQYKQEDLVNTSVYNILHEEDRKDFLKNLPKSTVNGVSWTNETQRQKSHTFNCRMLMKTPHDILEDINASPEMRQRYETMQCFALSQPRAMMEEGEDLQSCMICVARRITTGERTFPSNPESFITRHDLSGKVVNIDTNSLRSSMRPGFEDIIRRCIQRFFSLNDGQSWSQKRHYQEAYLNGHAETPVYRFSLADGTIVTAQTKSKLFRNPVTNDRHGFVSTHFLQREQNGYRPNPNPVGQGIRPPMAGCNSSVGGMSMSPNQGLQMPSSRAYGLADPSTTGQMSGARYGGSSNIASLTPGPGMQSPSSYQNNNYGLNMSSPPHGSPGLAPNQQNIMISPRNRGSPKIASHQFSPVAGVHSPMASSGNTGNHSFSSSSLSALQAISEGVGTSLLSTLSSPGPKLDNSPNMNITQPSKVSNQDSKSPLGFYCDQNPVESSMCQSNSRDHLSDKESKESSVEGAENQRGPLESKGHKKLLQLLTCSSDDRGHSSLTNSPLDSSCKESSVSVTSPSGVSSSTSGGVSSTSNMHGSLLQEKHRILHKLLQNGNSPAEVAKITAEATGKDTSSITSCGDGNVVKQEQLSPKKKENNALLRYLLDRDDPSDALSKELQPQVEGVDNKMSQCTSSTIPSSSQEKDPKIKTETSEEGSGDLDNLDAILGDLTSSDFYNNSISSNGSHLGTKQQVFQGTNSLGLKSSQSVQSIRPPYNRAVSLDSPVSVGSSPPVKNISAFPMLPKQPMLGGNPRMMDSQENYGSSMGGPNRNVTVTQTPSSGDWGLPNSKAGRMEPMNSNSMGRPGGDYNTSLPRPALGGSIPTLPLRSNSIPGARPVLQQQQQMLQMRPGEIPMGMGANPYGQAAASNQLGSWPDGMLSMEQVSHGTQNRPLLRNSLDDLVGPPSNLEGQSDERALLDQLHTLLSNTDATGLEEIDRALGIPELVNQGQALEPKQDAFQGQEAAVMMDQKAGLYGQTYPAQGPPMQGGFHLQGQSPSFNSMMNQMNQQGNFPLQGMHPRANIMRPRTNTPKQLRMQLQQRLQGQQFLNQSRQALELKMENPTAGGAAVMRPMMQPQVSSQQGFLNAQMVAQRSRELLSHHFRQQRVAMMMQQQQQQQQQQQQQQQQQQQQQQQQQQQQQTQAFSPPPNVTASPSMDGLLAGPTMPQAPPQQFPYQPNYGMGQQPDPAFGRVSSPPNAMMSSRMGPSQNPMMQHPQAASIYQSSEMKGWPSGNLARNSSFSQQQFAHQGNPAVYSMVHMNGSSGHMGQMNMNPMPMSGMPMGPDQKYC
NR2F2 inh – inhibitors of human COUP-TFII (NR2F2); P24468; HEK293T NGFI-A luciferase reporter, luminescence; inhibition, % at 8.6 µM; actives 0.7% (n = 370,000);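 active = inhibition above a per-plate cutoff, mean inhibition of test wells between control levels plus 3 SD, cut at about 38% in these data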;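 note: cells cotransfected with COUP-TFII expression vector driving the NGFI-A reporter; 0% = median of COUP-TF2 test wells and 100% = reporter-only cells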
Shn3 3UTR inh – reduces Shn3 3'UTR luciferase signal in osteoblasts; Clone20 osteoblast Shn3 3'UTR firefly luciferase, 24 h; inhibition, % at 12.5 µM; actives 0.52% (n = 360,000); AID 588674;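 active = mean inhibition of at least 75% with every replicate also reaching 75%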;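 note: 0% = median of neutral control wells and 100% = pilot-screen positive control compound; some compounds past the cut are filed as inactive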
Active calls of the source: *; . = not tested or not shown.

1: CC(=O)Nc1sc(N/N=C\c2ccccc2Cl)nc1-c1cccs1
2: CCN1CCC(CNCc2cn(-c3ccc(OC)cc3)nc2-c2ccccc2Cl)C1 (stereo not drawn)
3: Cn1cnnc1SCCNS(=O)(=O)c1cccc([N+](=O)[O-])c1
4: COc1ccc(C(=O)Cc2cc3cccc(OC)c3oc2=O)cc1
5: O=C1SC(SCc2ccccc2Cl)=N/C1=C\c1ccc(C(=O)O)cc1
6: CC(NC(=O)C1CCN(S(=O)(=O)N2CCCCCC2)CC1)c1ccccc1 (stereo not drawn)
7: CCN(CC(=O)Nc1c(F)cccc1F)C(=O)c1ccc(OC)c(S(=O)(=O)NC2CCCC2)c1
8: CCC(C)Sc1cccc(-c2nc3ccccn3c2NCc2ccccc2)c1 (stereo not drawn)
assay / compound,1,2,3,4,5,6,7,8
KKLEB tox,10,0,-2,3,4,-6,-5,-16
NCOA1 inh,5,-9,1,-13,4,3,-13,-10
LRH-1 inv ag,1,-1,-14,-24,-10,3,28,3
C8 TRAIL sens,17,-8,-12,8,-6,-20,13,28
TWEAK Fn14 block,67*,-8,-9,8,-13,-6,-5,1
CF NFkB block,-6,25,2,3,6,6,-31,4
EBV LMP1 NFkB,-4,-17,0,2,-5,0,9,-4
TROY NFkB inh,16,-28,0,-56,-16,-5,1,-22
NCOA3 inh,30,9,6,-48,3,1,9,-17
NR2F2 inh,9,-10,2,-9,11,13,18,-12
Shn3 3UTR inh,5,-3,3,-21,3,-8,-21,13

9: O=c1cc(-c2cccc3ccccc23)[nH][nH]1
10: CC1(C(=O)OCC(=O)NNC(=O)COc2ccc(Cl)cc2)CC1(Cl)Cl (stereo not drawn)
11: CCOC(CCNC(=O)c1cn(CC(C)C)c(=O)c2c1c1ccccc1n2C)OCC
12: O=C(O)c1cccc(OCc2ccccc2Cl)c1
13: COC(=O)c1sccc1NC(=O)Nc1ccc(C)cc1
14: CCOC(=O)c1cc(Br)c(=O)n2ccccc12
15: Cc1[nH]n(-c2ccc(F)cc2)c(=O)c1C=Nc1ccc(S(=O)(=O)N(C)C)cc1
16: CCN(CC)Cc1c(C(=O)N/N=C/c2ccco2)nnn1-c1nonc1N
assay / compound,9,10,11,12,13,14,15,16
KKLEB tox,3,22,-9,8,11,-9,-4,23
NCOA1 inh,-5,-15,-16,-47,-58,9,3,-14
LRH-1 inv ag,0,11,-10,-92,-90,-9,-9,15
C8 TRAIL sens,2,1,7,-4,6,-21,-2,-6
TWEAK Fn14 block,-3,1,6,11,-7,-13,9,16
CF NFkB block,-14,-7,8,-21,-3,9,-1,-12
EBV LMP1 NFkB,6,-5,2,3,-2,12,-5,-1
TROY NFkB inh,10,-4,-2,-27,-23,-6,-13,-16
NCOA3 inh,8,8,-29,-45,-38,9,-2,-8
NR2F2 inh,-10,-12,-12,-50,-59,-16,7,28
Shn3 3UTR inh,-5,-6,-7,-49,-19,-1,5,10

In another format: results already given.
Under each structure: KKLEB tox | NCOA1 inh | LRH-1 inv ag | C8 TRAIL sens | TWEAK Fn14 block | CF NFkB block | EBV LMP1 NFkB | TROY NFkB inh | NCOA3 inh | NR2F2 inh | Shn3 3UTR inh
6) CC(NC(=O)C1CCN(S(=O)(=O)N2CCCCCC2)CC1)c1ccccc1 (stereo not drawn)
  -6 | 3 | 3 | -20 | -6 | 6 | 0 | -5 | 1 | 13 | -8
7) CCN(CC(=O)Nc1c(F)cccc1F)C(=O)c1ccc(OC)c(S(=O)(=O)NC2CCCC2)c1
  -5 | -13 | 28 | 13 | -5 | -31 | 9 | 1 | 9 | 18 | -21
8) CCC(C)Sc1cccc(-c2nc3ccccn3c2NCc2ccccc2)c1 (stereo not drawn)
  -16 | -10 | 3 | 28 | 1 | 4 | -4 | -22 | -17 | -12 | 13
9) O=c1cc(-c2cccc3ccccc23)[nH][nH]1
  3 | -5 | 0 | 2 | -3 | -14 | 6 | 10 | 8 | -10 | -5
10) CC1(C(=O)OCC(=O)NNC(=O)COc2ccc(Cl)cc2)CC1(Cl)Cl (stereo not drawn)
  22 | -15 | 11 | 1 | 1 | -7 | -5 | -4 | 8 | -12 | -6
11) CCOC(CCNC(=O)c1cn(CC(C)C)c(=O)c2c1c1ccccc1n2C)OCC
  -9 | -16 | -10 | 7 | 6 | 8 | 2 | -2 | -29 | -12 | -7
12) O=C(O)c1cccc(OCc2ccccc2Cl)c1
  8 | -47 | -92 | -4 | 11 | -21 | 3 | -27 | -45 | -50 | -49
13) COC(=O)c1sccc1NC(=O)Nc1ccc(C)cc1
  11 | -58 | -90 | 6 | -7 | -3 | -2 | -23 | -38 | -59 | -19
14) CCOC(=O)c1cc(Br)c(=O)n2ccccc12
  -9 | 9 | -9 | -21 | -13 | 9 | 12 | -6 | 9 | -16 | -1
15) Cc1[nH]n(-c2ccc(F)cc2)c(=O)c1C=Nc1ccc(S(=O)(=O)N(C)C)cc1
  -4 | 3 | -9 | -2 | 9 | -1 | -5 | -13 | -2 | 7 | 5
16) CCN(CC)Cc1c(C(=O)N/N=C/c2ccco2)nnn1-c1nonc1N
  23 | -14 | 15 | -6 | 16 | -12 | -1 | -16 | -8 | 28 | 10

Records listed above printed as active in TWEAK Fn14 block.
cpd	Molecule	NCOA1 inh	LRH-1 inv ag	TWEAK Fn14 block	CF NFkB block	EBV LMP1 NFkB	NCOA3 inh	NR2F2 inh	Shn3 3UTR inh
1	CC(=O)Nc1sc(N/N=C\c2ccccc2Cl)nc1-c1cccs1	5	1	67*	-6	-4	30	9	5

Other records follow.
17: Cc1ccc(S(=O)(=O)CCSC(=N)N)cc1
18: Cc1ccc(S(=O)(=O)Nc2cc(=O)[nH]c(SCC(=O)Nc3ccccc3C(F)(F)F)n2)cc1
19: CCC12C(=O)C(CC)(C(c3ccccc3)=C1c1ccccc1)[C@@H]1C(=O)N(c3ccccc3)C(=O)C12 (stereo partly drawn)
20: Cn1cc(Cl)cc(C(=O)Nc2ccccc2)c1=O
21: CC(NC(=O)[C@H](C)NC(=O)C1CC(=O)N(c2ccc3c(c2)OCO3)C1)c1ccccc1 (stereo partly drawn)
22: CCn1nc(C(=O)OC2CCOC2=O)c2ccccc2c1=O (stereo not drawn)
23: COCCCNc1oc(-c2ccccc2OC)nc1C#N
24: Cc1c(Cl)cccc1NC(=O)COC(=O)c1c2c(nc3ccccc13)CCN(Cc1ccccc1)C2
assay / compound,17,18,19,20,21,22,23,24
KKLEB tox,-6,2,-8,-3,12,4,1,-22
NCOA1 inh,-6,6,8,-85,-16,4,-41,-80
LRH-1 inv ag,36,-11,9,-43,11,2,-6,7
C8 TRAIL sens,-3,-7,25,-13,-3,-5,-17,6
TWEAK Fn14 block,20,15,-8,-11,9,-9,-8,26
CF NFkB block,2,-2,3,3,-1,4,10,62*
EBV LMP1 NFkB,-6,1,1,-22,-10,-3,-1,17
TROY NFkB inh,-10,5,3,-29,5,21,-17,-14
NCOA3 inh,28,-5,5,-95,18,-1,1,30
NR2F2 inh,0,12,11,7,-8,-9,7,2
Shn3 3UTR inh,-19,8,34,-101,-18,-3,-4,22

25: COc1ccc(CCNC2=CC(=O)CC(C)(C)C2)cc1
26: C=CCN1C(=O)/C(=C2/Sc3ccc(OC)cc3N2CC)SC1=S
27: COc1ccccc1OCCOc1ccc(/C=C2/C(=N)N3OC(C)=CC3=NC2=O)cc1OC
28: Cc1[nH]cnc1CSCCN
29: O=C(NNC(=O)c1ccccn1)c1ccc(OC(F)F)cc1
30: Oc1ccc(Br)cc1/C=N/n1c(COc2ccccc2)n[nH]c1=S
31: CC1(C)Oc2ccc3ccc(=O)oc3c2/C(=C/NCCO)C1=O
32: COc1ccc(C)cc1NC(=O)COC(=O)CCC(=O)c1cccs1
assay / compound,25,26,27,28,29,30,31,32
KKLEB tox,-2,-11,1,4,0,10,2,-1
NCOA1 inh,-5,-7,0,-19,-58,11,9,8
LRH-1 inv ag,-22,10,7,-1,-26,4,2,-4
C8 TRAIL sens,17,7,1,-15,39,-22,27,-13
TWEAK Fn14 block,7,-29,-22,-6,16,-3,4,1
CF NFkB block,0,-14,-9,-2,8,3,5,-11
EBV LMP1 NFkB,-5,-13,-2,5,22,3,2,4
TROY NFkB inh,-21,6,5,-4,-21,-13,20,-2
NCOA3 inh,12,2,1,-20,-12,-11,-1,5
NR2F2 inh,-10,6,7,-13,-54,2,-14,22
Shn3 3UTR inh,-8,25,7,-16,44,-65,3,9

33: Fc1cc(F)c(F)c(SCn2cc(Br)cn2)c1F
34: Cc1noc(C(=O)NCc2ccc(F)cc2)c1Cl
35: Clc1ccc(Oc2nc(Oc3ccc(Cl)cc3)nc(N3CCOCC3)n2)cc1
36: Cc1nc2cc(NC(=O)NCc3ccc4c(c3)OCO4)ccc2o1
37: CCc1nc2ccccc2c(C(=O)OCC(=O)N2CC(C)OC(C)C2)c1C (stereo not drawn)
38: COc1ccc(OC)c(S(=O)(=O)N/N=C\c2cn(CC(N)=O)c3ccccc23)c1
39: O=C(c1n[nH]c2ccccc12)N1CCN(c2ccc(F)cc2)CC1
40: COc1ccc(N2CCN(C3CCCN(S(=O)(=O)c4ccc(C)cc4C)C3)CC2)cc1 (stereo not drawn)
assay / compound,33,34,35,36,37,38,39,40
KKLEB tox,-20,-11,-11,15,0,9,7,-13
NCOA1 inh,10,0,-4,12,0,-1,-21,-12
LRH-1 inv ag,-6,1,5,-9,5,21,-23,-3
C8 TRAIL sens,-16,13,6,-2,10,13,10,15
TWEAK Fn14 block,-11,2,-3,24,-5,11,-19,12
CF NFkB block,-10,21,17,2,17,-14,-18,-4
EBV LMP1 NFkB,-8,2,-10,0,4,-5,-5,8
TROY NFkB inh,-2,-18,-4,10,-33,-9,-6,0
NCOA3 inh,9,-10,4,10,-26,10,-5,-7
NR2F2 inh,-3,2,-9,1,-5,-15,-12,36
Shn3 3UTR inh,-24,0,17,-18,6,5,-15,44

41: COc1ccccc1-c1cc(C(=O)NC(C)c2ccccc2)no1 (stereo not drawn)
42: Cc1cc(NC(=O)Nc2cccc(C(F)(F)F)c2)n(C)n1
43: Cc1ccc(NC(=O)c2ccco2)c(NC(=O)c2ccccc2C)c1
44: O=C(NC(=S)Nc1ccccc1F)C1CCCCC1
45: NC(COCc1ccccc1)c1csc(Nc2ccc(C(F)(F)F)cn2)n1 (stereo not drawn)
46: CC(Cc1ccccc1)=NNS(=O)(=O)c1ccc([N+](=O)[O-])cc1
47: COc1ccc(S(=O)(=O)NCCSc2ccc(C)cc2)cc1OC
assay / compound,41,42,43,44,45,46,47
KKLEB tox,10,-6,7,-3,7,2,-13
NCOA1 inh,-7,-12,-57,-57,-8,0,1
LRH-1 inv ag,-6,13,-6,-79,2,-4,-1
C8 TRAIL sens,-7,5,-3,14,4,3,4
TWEAK Fn14 block,-6,-16,23,-11,-8,7,-5
CF NFkB block,-4,2,-18,15,-5,0,4
EBV LMP1 NFkB,-6,3,-2,-6,.,-1,5
TROY NFkB inh,5,4,-14,-47,13,6,23
NCOA3 inh,1,-5,-24,-9,-3,-10,6
NR2F2 inh,15,10,3,-31,6,7,-5
Shn3 3UTR inh,11,-2,-18,-12,25,-14,-7

Assay outcomes deposited in PubChem BioAssay by several laboratories.

Some of the compounds tested (hit frequency here may not be typical).
